Compound activity as filed in PubChem.
HCV core dimer – HCV core protein dimerization inhibition; TR-FRET GST/Flag-core106 dimerization, 1536-well; inhibition, % at 5 µM; 0.33% of 300,000 active;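 active = inhibition above the mean of all tested compounds plus 3 SD, set per screening campaign, cut at about 45% in these data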
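assay system = GST-tagged and Flag-tagged HCV core protein residues 1-106 | controls = unlabelled core106 and no-GST-core106 wells | incubation = compound-protein-antibody incubation 4 h at 22.5 °C | probe or stimulus = Eu donor and XL665 acceptor anti-tag antibodies | read-out = % inhibition based on acceptor/donor emission ratio | signal = TR-FRET 671 and 617 nm emission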
EBNA-1 inh – blocks EBNA-1 binding to DNA. inhibition, % at 14.8 µM. 0.34% of 300,000 active. EBNA-1 DNA binding, fluorescence polarization; in the data active = inhibition above about 28%
ZTA DNA inh – counter-screen for EBNA-1 inhibitors: inhibitors of Epstein-Barr virus ZTA. P03206. ZTA-DNA binding, fluorescence polarization. inhibition, % at 11 µM. 0.15% of 320,000 active. AID 2234; in the data active = inhibition above about 33%
Target sequence (P03206 whole entry, looked up): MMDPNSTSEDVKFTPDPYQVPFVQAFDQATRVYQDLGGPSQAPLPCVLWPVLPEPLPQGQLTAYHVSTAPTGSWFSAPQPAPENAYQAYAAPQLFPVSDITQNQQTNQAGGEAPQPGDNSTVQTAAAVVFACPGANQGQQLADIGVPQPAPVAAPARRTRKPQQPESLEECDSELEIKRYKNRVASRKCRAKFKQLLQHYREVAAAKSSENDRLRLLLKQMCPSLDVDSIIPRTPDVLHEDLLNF
PP5 inh – PP5 (human) phosphatase inhibition | P53041 | purified PP5c, OMFP substrate fluorescence | inhibition, % at 6.7 µM | 0.18% of 320,000 active;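 active = inhibition above the campaign's mean inhibition across all tested compounds plus 3 SD, cut at about 9.5% in these data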;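 note: 0% = DMSO only and 100% = 100 µM cantharidin control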
CR mimetic SO – lowers age-related superoxide in aged yeast cells; S. cerevisiae aged cells, superoxide DHE fluorescence; stronger effect = lower value; superoxide response (% of plate mean), % at 10 µM; 0.18% of 330,000 active; AID 2690;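 active = superoxide response under a set limit, about three screen SD below normal, cut at about 65% in these data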;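 note: yeast aged for seven days with compound at 30 °C before DHE staining; 100% = average MFI of all compound-treated wells on the plate with controls excluded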
TPT1 inh – C. albicans TPT1 enzyme inhibition. recombinant caTPT1, FP RNA substrate dephosphorylation. inhibition, % at 5 µM. 0.81% of 300,000 active;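 active = inhibition above the mean of all tested compounds plus 3 SD, set per screening campaign, cut at about 24% in these data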;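 note: plate controls were DMSO alone for no effect and ferristatin control at 100 nM for full effect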
JMJD2C inh – blocks human GASC-1 demethylase activity; Q9H3R0; GST-JMJD2C(1-420) H3K9me3 demethylation, DELFIA europium; inhibition, % at 2.35 µM; 0.069% of 330,000 active; AID 2099;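 active = more than half of a compound's replicate wells show inhibition beyond 50%, single wells judged on their own value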;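 note: signal counts dimethyl H3K9 product captured on neutravidin plate; 0% = median of DMSO wells and 100% = 0.3 times that DMSO median; strong numbers were not always called active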
Target sequence (Q9H3R0 1-420 limits assumed): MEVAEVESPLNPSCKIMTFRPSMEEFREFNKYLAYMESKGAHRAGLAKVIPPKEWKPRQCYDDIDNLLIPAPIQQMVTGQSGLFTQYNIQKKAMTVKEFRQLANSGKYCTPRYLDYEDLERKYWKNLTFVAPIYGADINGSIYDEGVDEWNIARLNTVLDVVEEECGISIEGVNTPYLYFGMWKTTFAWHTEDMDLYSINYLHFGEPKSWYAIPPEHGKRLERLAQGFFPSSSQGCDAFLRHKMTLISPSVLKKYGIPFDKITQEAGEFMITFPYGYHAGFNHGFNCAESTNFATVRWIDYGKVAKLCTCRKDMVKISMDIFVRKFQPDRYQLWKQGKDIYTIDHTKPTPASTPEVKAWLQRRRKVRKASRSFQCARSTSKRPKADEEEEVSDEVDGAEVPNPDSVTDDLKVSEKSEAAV
Fh CTSL1 inh – counter-screen for PFM18AAP inhibitors: inhibitors of F. hepatica cathepsin L1 | AID 1906 | 0.49% of 300,000 active | inhibition, % at 5.96 µM | recombinant F. hepatica cathepsin L1, Z-Leu-Arg-MCA fluorescence;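 active = inhibition above the mean of all tested compounds plus 3 SD, set per screening campaign, cut at about 17% in these data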;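 note: 0% = plate median of test compound wells and 100% = 1 µM Z-Phe-Ala-diazomethylketone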
PP1 counter – counter-screen for PP5 inhibitors: inhibitors of human PP1-alpha; purified PP1alpha, OMFP fluorescence; 0.9% of 320,000 active; AID 2235; inhibition, % at 6.7 µM; P62136;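 active = inhibition above the mean inhibition of all tested compounds plus 3 SD, computed separately for each screening campaign, cut at about 15% in these data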
Target sequence (P62136 whole entry, looked up): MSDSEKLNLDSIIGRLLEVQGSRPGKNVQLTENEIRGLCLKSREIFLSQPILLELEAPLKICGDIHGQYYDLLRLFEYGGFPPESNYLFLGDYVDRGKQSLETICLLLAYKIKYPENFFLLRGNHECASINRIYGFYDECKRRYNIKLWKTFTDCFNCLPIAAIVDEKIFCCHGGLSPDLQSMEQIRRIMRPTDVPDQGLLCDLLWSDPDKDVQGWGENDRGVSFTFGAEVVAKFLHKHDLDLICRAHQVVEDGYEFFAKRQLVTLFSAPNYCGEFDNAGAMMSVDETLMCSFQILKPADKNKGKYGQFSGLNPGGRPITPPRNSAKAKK
The depositor's hits bear a star; x = not tested or not shown; & = joins results of further samples. No enrichment for hits (roughly 3.1% active in at least one column).

SMILES,HCV core dimer,EBNA-1 inh,ZTA DNA inh,PP5 inh,CR mimetic SO,TPT1 inh,JMJD2C inh,Fh CTSL1 inh,PP1 counter
O=C(NC1CCCc2ccccc21)C1CCN(S(=O)(=O)c2ccccc2)CC1 (centres undefined),8,7,0,-0.7,98,1,3,5,-6
O=C(NCC(=O)N(c1ccccc1F)C(C(=O)NC1CCCC1)c1cccnc1)c1ccco1 (centres undefined),3,3,-1,1.0,98,-4,-3,-2,1
Cc1ccc(OCC(=O)NCCCNC(=O)c2ccco2)cc1C,2,7,6,2.4,98,1,2,-1,2
CCCNC(=O)C1CNc2ccccc2O1 (centres undefined),-4,-9,9,-0.4,101,5,-7,-1,1
COc1ccc(N=Nc2cc(-c3ccccc3)ccc2O)cc1,-13,-2,-1,-0.5,101,0,8,6,-8
Cc1ccsc1C(=O)OCC(=O)NCC1CCCO1 (centres undefined),-5,4,2,-2.0,102,-9,-17,3,2
Cc1cc(C(C)(C)C)oc1C(=O)N(CC(=O)NC1CCCC1)Cc1ccc(F)cc1,4,-11,-1,1.7,100,1,-6,-3,4
Cc1cc(NC(=O)CCC(=O)N(Cc2ccco2)C(C(=O)NCC2CCCO2)c2ccncc2)no1 (centres undefined),-3,1,8,0.6,84,-5,16,-1,-2
CCN(CC(=O)Nc1cc(Cl)ccc1C)C(=O)COc1cccc2c1OC(C)(C)C2,4,-3,11,1.8,95,2,3,1,0
CC(CNC(=O)COC(=O)c1ccco1)c1ccccc1 (centres undefined),x,x,15,-3.6,92,x,-14,x,-4
COc1ccc(OC)c(S(=O)(=O)Nc2ccc(-c3ccc4nncn4n3)cc2)c1,-2,-2,8,-2.5,97,-2,-1,-2,-4
O=C(CSc1ccc(-c2cccc([N+](=O)[O-])c2)nn1)NC1CCCC1,-4,4,1,-1.8,106,-1,-1,3,-7
CC(=O)Nc1ccc(S(=O)(=O)NCc2ccc(C(=O)NCc3ccc(Cl)cc3)cc2)cc1,-4,8,30,1.2,95,-3,6,2,8
CCOC(=O)C1CCN(C(=O)c2ccc3c(Cl)c4c(nc3c2)CCCC4)CC1,17,-3,5,-0.4,113,-1,-9,-2,-2
CC(=O)Nc1ccc(S(=O)(=O)NCC(=O)NNC(=O)c2csc(N3CCOCC3)n2)cc1,-3,0,14,-1.1,91,1,-6,-1,-3
N#CC(=C1CCCC1)c1nc(-c2ccc(Cl)cc2)cs1,0,13,1,-1.2,117,6,-1,-1,3
COc1ccc(CC(=O)N/N=C(\C)CC(=O)Nc2ccc(N(C)C)cc2)cc1OC,-10,-8,-1,0.2,96,-2,6,-1,-6
CC(=O)c1cccc(CN2CCN(CCC(C)C)C(CCO)C2)c1 (centres undefined),-3,-8,2,0.1,99,-1,4,-2,-3
O=C1NC2=C(C(=O)CCC2)C(c2ccc([N+](=O)[O-])cc2)N1 (centres undefined),4,-1,1,-0.9,95,-3,-2,4,-5
CCOc1ccc(OCCC(=O)N2CCN(S(=O)(=O)c3ccc(OCC)cc3)CC2)cc1,6,-6,12,2.4,104,-2,-1,0,-1
CN(Cc1ccccc1)C(=O)c1nc2ccccn2c1CN1CCC(N2CCOCC2)CC1,-1,-12,-1,4.2,101,-2,1,1,1
COc1ccc(CNC(=O)COC(=O)c2n[nH]c3ccccc23)cc1,11,-5,-2,1.6,106,-1,2,-9,-4
COc1cc(C(O)P(=O)(OCC(C)C)c2ccc(N(C)C)cc2)cc(OC)c1OC (centres undefined),4,2,-4,-2.3,102,-1,7,-2,0
COc1cccc(-c2cc(C(F)(F)F)nc(N3CCN(c4ccccc4)CC3)n2)c1,0,8,-10,0.8,98,-1,85,-1,-5

3 consecutive records out of the list so far, quoted:
SMILES,HCV core dimer,EBNA-1 inh,ZTA DNA inh,PP5 inh,CR mimetic SO,TPT1 inh,JMJD2C inh,Fh CTSL1 inh,PP1 counter
Cc1cc(C(C)(C)C)oc1C(=O)N(CC(=O)NC1CCCC1)Cc1ccc(F)cc1,4,-11,-1,1.7,100,1,-6,-3,4
Cc1cc(NC(=O)CCC(=O)N(Cc2ccco2)C(C(=O)NCC2CCCO2)c2ccncc2)no1 (centres undefined),-3,1,8,0.6,84,-5,16,-1,-2
CCN(CC(=O)Nc1cc(Cl)ccc1C)C(=O)COc1cccc2c1OC(C)(C)C2,4,-3,11,1.8,95,2,3,1,0

Following part
SMILES,HCV core dimer,EBNA-1 inh,ZTA DNA inh,PP5 inh,CR mimetic SO,TPT1 inh,JMJD2C inh,Fh CTSL1 inh,PP1 counter
O=C(NCCc1c[nH]c2ccccc12)/C(=C\c1cccnc1)NC(=O)c1cccs1,-3,4,-1,1.2,107,-3,0,0,-3
CC(Oc1cc2oc(=O)cc(-c3ccccc3)c2cc1Cl)C(=O)NCC1CCC(C(=O)O)CC1 (centres undefined),-5,1,6,1.9,121,2,-25,3,-6
Cc1cc(C)cc(-n2c(C)cc(C(=S)N3CCOCC3)c2C)c1,8,-1,-7,1.9,120,-4,10,-4,1
CCN(CC)CCNC(=O)c1ccc(NC(=O)/C=C/c2cc(OC)c(OC)c(OC)c2)cc1,1,-9,-3,0.9,89,4,5,2,-5
Cc1cc(Br)cc(Cl)c1OC(=O)c1cnccn1,9,-3,4,0.0,88,-3,8,0,2
COC(=O)c1cn(NC(=O)c2ccc(F)cc2)c(=O)c2ccccc12,-3,4,24,3.3,114,-3,-2,0,-3
C=CCN1C(=O)C(CC(=O)NCC)SC1=Nc1ccccc1CC (centres undefined),-11,-10,6,0.5,98,0,-1,-2,1
O=C(COC(=O)c1ncc(Cl)c(Cl)c1Cl)NNC(=O)c1ccccc1,-2,-13,-6,0.9,99,-1,-4,-15,-3
C=C(C)CC1(NC(C)c2ccccc2)CCCCC1 (centres undefined),-12,0,-27,1.9,113,0,-2,-9,0
CCOC(=O)C1=C(CSc2nc(-c3ccncc3)ccc2C#N)OC(N)=C(C#N)C1c1ccc(OC)cc1 (centres undefined),36,-7,5,7.4,93,17,3,3,13
COc1ccc(C(CC(=O)c2ccc(C)cc2)Nc2ccc([N+](=O)[O-])cc2)cc1 (centres undefined),17,19,11,-0.7,96,-2,3,2,1
COc1ccccc1N(CC(=O)NCC(C)C)S(=O)(=O)c1cccs1,2,1,-1,1.0,106,-2,0,-1,-3
COCCN(CC(=O)NCc1ccccc1)C(=O)CCC(=O)Nc1ccccn1,4,-6,8,0.9,100,-1,8,-2,-1
COc1ccccc1NC(=O)/C(=N/OCc1ccc(C#N)cc1)C(C)=O,1,-7,-16,-0.1,108,-5,21,-2,-8
Cc1ccccc1-n1cc(-c2ccc(Br)cc2)nc1SCC(N)=O,-5,-4,8,1.2,98,-3,4,-1,-3
CCCc1cc(=O)[nH]c(SCc2csc(-c3ccccc3)n2)n1,13,-2,4,3.3,131,0,-28,-4,-1
CC1=NN(C(=O)Cn2ccc([N+](=O)[O-])n2)C(O)(C(F)(F)F)C1 (centres undefined),-1,-3,13,2.6,88,4,1,-1,-3
CC(C)CC(=O)NC(c1cccs1)c1ccc2cccnc2c1O (centres undefined),-1,-11,-22,-6.0,101,10,-16,4,6
CN(C(=O)c1ccco1)c1nc2c(s1)CCCC2,1,0,0,-0.3,91,3,37,-1,-2
COc1ccc(COc2cccnc2N)cc1,0,9,4,3.4,99,-4,14,-3,-2
FC(F)(F)c1ccc(CN2C[C@@H]3C(c4ccc(Cl)nc4)C4(c5ccccc5)CC3(C4)[C@H]2c2ccccc2)cc1 (some centres undefined),-3,2,1,2.4,95,0,-4,-3,-2
O=C(CSc1cccc[n+]1[O-])N1CCCc2ccccc21,-2,-1,-6,0.4,97,4,4,2,-3
O=C1/C(=C\c2ccc(-c3ccccc3Cl)o2)SC(=S)N1CC1CCCO1 (centres undefined),18,-4,1,-0.5,120,27*,3,4,-3
Clc1ccc2nc(C3CCN(Cc4ccccc4)CC3)[nH]c2c1,-5,2,-1,0.8,109,0,7,0,-2
N/C(=N\OC(=O)CCCOc1ccc(Cl)cc1Cl)c1ccncc1,0,1,-1,-0.8,108,0,2,-23,7
COc1ccc2[nH]cc(C(=O)CN3CCCC(C)C3)c2c1 (centres undefined),-5,-9,-11,1.1,109,-4,0,-2,-3
O=C(CNS(=O)(=O)c1ccccc1)NNC(=O)C(Cl)Cl,-2,9,-8,-0.9,88,-1,1,13,0
COc1cc(/C=N/c2oc(-c3ccccc3)cc2C#N)ccc1O,-12,1,5,0.9,88,4,2,-2,-4
Cc1ccc(CSC2=NCCN2C(=O)C(C)Oc2ccccc2)cc1 (centres undefined),3,4,9,-0.9,98,0,-11,2,3
Cc1cc(C)nc(SC2CCCCC2O)n1 (centres undefined),2,-3,4,2.8,97,-1,2,-5,1
Cc1ccc2[nH]c(=O)c(CN(CCCN3CCOCC3)Cc3nnnn3C3CCCC3)cc2c1,-5,-8,-18,1.9,99,-1,-2,-1,2
Cc1cc(N(CC(=O)NC(C)C)S(C)(=O)=O)ccc1Br,0,12,-7,-1.2,102,-3,-14,5,-3
COc1ccc(-c2cn3c(C)c(C(=O)Nc4ccncc4)sc3n2)cc1,-58,6,12,2.1,92,0,-2,-3,5
CCOC(=O)N1CCC(NC(=O)CC(NS(=O)(=O)c2ccc(C)cc2)c2ccco2)CC1 (centres undefined),1,1,6,0.6,94,4,-4,2,-2
Cc1cc(N2CCN(C)CC2)nc2ccc(NC(=O)CCC(=O)N3CCN(c4ccc([N+](=O)[O-])cc4)CC3)cc12,8,-10,7,1.5,104,-6,-3,2,2
CC(C)N1CCN(Cc2ccc3c(c2)Cc2ccccc2-3)CC1CCO (centres undefined),-8,-3,-3,1.0,114,-3,1,-3,5
Cc1cccc(CCNS(=O)(=O)c2ccc3c(c2)n(C)c(=O)c(=O)n3C)c1,12,7,9,-0.2,93,0,12,0,-4
COc1ccc(/C=C/C(=O)Nc2ccccc2C)cc1S(=O)(=O)N1CCOCC1,1,-3,-7,3.0,86,1,2,-1,-4
CCOC(=O)C(C)n1cnc2scc(-c3ccc(C)c(C)c3)c2c1=O (centres undefined),-8,8,-16,7.8,102,-1,3,4,-3
O=C(CSCCO)Nc1cccc2ccccc12,4,3,10,0.0,96,-2,-2,0,-2
Cc1c(C(=O)Nc2ccc3oc(-c4cccnc4)nc3c2)oc2ccccc12,6,6,12,-1.0,103,0,-3,3,5
CCOc1ccc2nc(N3CCC(C(=O)NC4CCCCC4)CC3)sc2c1,1,2,-3,-0.4,99,-2,3,-1,-1
CCc1ccc(N2CC(O)=C(c3nc4ccccc4c(=O)[nH]3)C2=N)cc1,8,7,10,2.4,99,1,0,0,-1
O=C(OCc1nnc(-c2ccccc2)o1)c1cccc(S(=O)(=O)N2CCOCC2)c1,4,5,-9,-0.8,100,2,4,-4,-1
Cc1cc(C)c2c(CC(=O)NC3CCS(=O)(=O)C3)coc2c1 (centres undefined),-2,1,14,-0.9,81,-3,4,-3,-4
Cc1ccc(NC(=O)CSc2nnc(COc3ccc(C#N)cc3)n2-c2ccccc2)cc1C,18,-5,9,5.8,95,-2,64&9,5,5
COc1ccc(S(=O)(=O)NNC(=S)NCCc2ccccc2)c(OC)c1,2,5,-2,0.4,98,-2,-6,2,0
O=C(c1ccccc1)N1CCN(CC(O)COC2CCCCC2)CC1 (centres undefined),-1,-11,-14,1.1,115,-1,-1,-2,0
